TcdB GH inh = TcdB glycohydrolase inhibitors, primary screen, biochemical, single point, plate reader. Toxin B (Clostridioides difficile), P18177. TcdB glycohydrolase enzymatic assay. inhibition, % at 9.99 µM. 350,000 compounds, 0.24% hits; in the data active means inhibition above about 10%
Yp Topo-I inh = Yersinia pestis topoisomerase I inhibitors, primary screen, biochemical, cleavage product accumulation, plate reader, single point; DNA topoisomerase I (Yersinia pestis CO92); Y. pestis Topo-I cleavage product accumulation; activity, % at 10 µM; 360,000 compounds, 0.064% hits; in the data active means activity above about 50%, passing the limit was not always enough; inconclusive means no clear call, values can overlap the other calls; further: inactives centre near 2
BoNT-A LC inh2 = BoNT/A light chain protease inhibitors, primary screen, biochemical, flow cytometry, MLPCN library | Botulinum neurotoxin type A light chain protease (Clostridium botulinum A str. ATCC 3502) | multiplex microsphere protease substrate cleavage | inhibition, % at 10 µM | 360,000 compounds, 0.17% hits | AID 588499, 2011; further: plate controls were buffer without enzyme for full effect and enzyme alone for no effect
FadD28 binding = inhibitors of FadD28 bisubstrate probe binding, primary screen, biochemical, fluorescence polarization, single point | inhibition, % at 12.5 µM | Mycobacterium tuberculosis FadD28 fatty-acid-AMP ligase | 360,000 compounds, 0.22% hits | AID 588549, 2011; in the data active means inhibition above about 8.5%, passing the limit was not always enough; inconclusive means no clear call, values can overlap the other calls
Anthrax LF prot = Bacillus anthracis LF protease inhibitors, primary screen, biochemical, multiplex microsphere, MLPCN library; multiplex microsphere protease cleavage assay; Lethal factor (Bacillus anthracis), P15917; 360,000 compounds, 0.12% hits; inhibition, % at 10 µM; further: plate controls were buffer without enzyme for full effect and enzyme alone for no effect
PrPC TRFRET = inhibitors of human cell surface prion protein PrPC, primary screen, cell-based, TR-FRET. inhibition, % at 13.8 µM. TR-FRET read-out. 370,000 compounds, 0.43% hits. Major prion protein (Homo sapiens), P04156; in the data active means inhibition above about 24%; further: 0% = median of the test wells and 100% = reference compound wells
BoNT-F LC inh = BoNT/F light chain protease inhibitors, primary screen, biochemical, flow cytometry, MLPCN library. Botulinum neurotoxin type F light chain protease (Clostridium botulinum). Multiplex microsphere protease cleavage assay. inhibition, % at 10 µM. 360,000 compounds, 0.22% hits; in the data active means inhibition above about 35%, passing the limit was not always enough; inconclusive means no clear call, values can overlap the other calls; further: plate controls were buffer without enzyme for full effect and enzyme alone for no effect
PfHsp40 rescue = rescue of yeast from PfHsp40 toxicity, primary screen, S. cerevisiae, ATP luminescence; S. cerevisiae expressing PfHsp40, growth rescue; 340,000 compounds, 0.68% hits; growth rescue, % at 12.5 µM; in the data active means growth rescue above about 28%, passing the limit was not always enough; inconclusive means no clear call, values can overlap the other calls;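 further: yeast W303a lacking pdr1 and pdr3 grown in galactose medium; growth measured after three days at 30 °C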
CCHF vOTU inh = CCHFV vOTU protease inhibitors, primary screen, biochemical, Pep-AMC substrate, fluorescence; inhibition, % at 11.5 µM; 370,000 compounds, 0.55% hits; in the data active means inhibition above about 30%; further: 0% = vehicle wells with enzyme and 100% = no enzyme wells
* = called active by the depositor; ? = inconclusive; . = no result given. Unless noted, no stated cut-off is given here; in the data, active means inhibition above about 30%; inconclusive means no clear call, values can overlap the other calls; inactive means below that.

entry | canonical_smiles | TcdB GH inh | Yp Topo-I inh | BoNT-A LC inh2 | FadD28 binding | Anthrax LF prot | PrPC TRFRET | BoNT-F LC inh | PfHsp40 rescue | CCHF vOTU inh
1 | O=C(NCc1cccs1)C1CCCN(C(=O)Nc2ccccc2)C1 (stereo not given) | 0.3 | 0 | 2.2 | 0.2 | 2 | 15 | 3 | -0.3 | 1
2 | O=C1OCCC1Sc1ncnc2sc3c(c12)CCC3 (stereo not given) | . | 5 | -1.0 | -2.1 | 2 | 56* | -8 | 2.9 | 4
3 | CC(=O)Nc1ccc(OC(=O)c2c(-c3ccccc3Cl)noc2C)cc1 | . | -9 | 0.6 | -4.5 | -2 | -9 | 3 | -0.6 | -16
4 | COc1ccc(OCC(O)CN2C(=O)NC(C)(C)C2=O)cc1 (stereo not given) | . | -4 | 0.8 | -1.7 | -1 | -5 | 1 | -1.1 | 8
5 | CCn1c(SCC(=O)Nc2ccccc2F)nc2c(c1=O)SC(C)C2 (stereo not given) | . | -4 | 0.5 | -2.7 | -5 | 4 | -14 | 4.6 | 24
6 | COc1ccc(/C=N/n2c(-c3cccs3)n[nH]c2=S)cc1 | . | -10 | 0.6 | 0.3 | 2 | -3 | -13 | -0.7 | 6
7 | O=C(CSc1ncn[nH]1)Nc1nsc(-c2ccccc2)n1 | 1.6 | 0 | -0.6 | 0.1 | 0 | -3 | -10 | -0.1 | -8
8 | O=C1NC(=O)N(c2ccc3c(c2)OCO3)C(=O)/C1=C/c1cccs1 | 0.2 | -1 | -0.3 | -1.1 | -1 | 6 | 1 | -1.1 | -9
9 | CC(C)C[C@@H](CN=[N+]=[N-])N1CCN(CC(C)C)CCC1=O | 0.7 | -2 | -0.2 | -0.5 | -5 | -3 | 0 | -0.1 | -4
10 | CN(C(=O)c1ccccc1Cl)c1ccccc1C(=O)NCc1ccccc1 | -0.3 | -2 | -0.8 | 0.1 | 1 | 3 | -6 | -0.5 | 22
11 | O=C(CSc1nnc2ccc(-c3ccncc3)nn12)N1CCCCC1 | 0.4 | 8 | -1.2 | 1.3 | -1 | -6 | 0 | -0.2 | -5
12 | OC[C@@H]1CN(Cc2ccc(F)cc2)C[C@H](n2cnc3c(N4CCN(c5ccccc5)CC4)ncnc32)O1 | -0.1 | 37 | 0.0 | -3.2 | -5 | 2 | 3 | . | 0
13 | O=C(CCN1C(=O)c2ccc([N+](=O)[O-])cc2C1=O)Nc1nccs1 | -0.9 | 1 | -0.8 | -0.3 | -1 | -21 | 2 | -1.6 | -18
14 | CC(=O)Cc1nsc(NC(=O)c2c(-c3ccccc3Cl)noc2C)n1 | . | 5 | -1.5 | -0.4 | -4 | 0 | -21 | -0.3 | -4
15 | Cc1ccc(NC(=O)CN(c2ccc(Cl)cc2)S(=O)(=O)c2cc([N+](=O)[O-])ccc2Cl)c(C)c1 | 0.7 | 3 | -1.4 | -3.1 | -4 | 6 | -8 | 0.0 | -2
16 | COCCOC(=O)C1=C(C)N=c2s/c(=C\c3cccs3)c(=O)n2C1c1cccs1 (stereo not given) | . | 7 | 1.4 | -3.3 | -1 | 1 | 1 | -0.4 | -10
17 | O=C(COC(=O)c1ccco1)Nc1cc(S(=O)(=O)N2CCOCC2)ccc1Cl | 1.3 | 2 | -0.5 | -0.6 | -3 | -1 | 1 | 12 | 0
18 | Cn1nc(C(F)(F)F)c2cc(NC(=O)OCC(C)(C)C)sc21 | . | 4 | . | -0.9 | . | 12 | . | 9.3 | 19
19 | CC(C)Cc1ccc(-c2cc(=O)[nH][nH]2)cc1 | 0.2 | -1 | 0.2 | -0.2 | -4 | 6 | 2 | -1.9 | 0
20 | COc1cc(NC(=O)c2cc3ccccc3cc2O)c(OC)cc1Cl | 0.3 | 13 | 0.5 | 1.7 | 12 | -9 | -20 | -1.4 | 1
21 | O=C(CSc1nc(-c2ccc(F)cc2)cs1)Nc1ccccn1 | 0.8 | 26 | 0.0 | -1.1 | -1 | -4 | 1 | 0.3 | 3
22 | Cn1nccc1C(=O)OCC(=O)Nc1ccc(S(N)(=O)=O)cc1 | 1.2 | 1 | 0.2 | -2.7 | -1 | 0 | 25 | 0.3 | 2
23 | CCc1nnc(NC(=O)CSc2nnc(Cc3cccn3C)n2C)s1 | 3.1 | 4 | -0.5 | 0.1 | -7 | -3 | -2 | -1.0 | -1
24 | CC(C)Nc1nc(Oc2ccc(Cl)cc2)cc(C(F)(F)F)n1 | . | 7 | 3.5 | -2.4 | -1 | -4 | 9 | -1.3 | -5
25 | CCN(c1ccc(OC)cc1)S(=O)(=O)c1nnc(NC(=O)COc2ccccc2)s1 | -0.1 | 7 | 2.1 | -3.5 | -3 | 2 | 5 | -0.8 | 5
26 | Cc1ccccc1OCC(=O)NC(=S)Nc1ccc(Br)c(C)n1 | . | 4 | -0.2 | -2.4 | 0 | 2 | 0 | 0.8 | -5
27 | COCCN(C(=S)Nc1cccc(OC)c1)C1CCN(C(C)=O)CC1 | . | -2 | -0.2 | -2.1 | 0 | 6 | 3 | -0.5 | -6
28 | CCn1c(-c2cccc(S(=O)(=O)N3CCCC3)c2)n[nH]c1=S | 1.9 | -3 | 0.6 | -3.1 | 3 | 11 | -5 | -1.3 | -4
29 | Cn1c(-c2ccccc2)cnc1NCc1cccc([N+](=O)[O-])c1 | 2.1 | -7 | 4.2 | -1.7 | 11 | -23 | ? | 0.9 | 10
30 | O=C(CCc1nc2ccccc2c(=O)[nH]1)NCCN1C(=O)S/C(=C\c2ccc(Cl)cc2Cl)C1=O | 0.9 | 2 | . | -3.8 | . | 1 | . | -1.0 | -1
31 | COc1ccccc1OCCCOc1ccc(C)cc1Br | . | 33 | -0.7 | -5.1 | 0 | 1 | -3 | 5.5 | -7
32 | O=S1(=O)CC(N2CCCCC2)CN1Cc1cn(Cc2cccc(Cl)c2)nn1 (stereo not given) | 1.8 | . | 0.6 | . | 6 | -1 | -1 | . | 3
33 | CCOC(=O)c1ccc2nc(C(F)(F)F)[nH]c(=O)c2c1 | . | 0 | -0.7 | -0.3 | -9 | -2 | ? | -0.8 | -5
34 | Cn1c(=O)[nH]c(=O)c2c1nc(NCCCO)n2CCCc1ccccc1 | 0.7 | 8 | 0.8 | -3.5 | 0 | 1 | 2 | 0.8 | -13
35 | CC(c1ccccc1F)n1cc(C(=O)NCCc2ccco2)nn1 (stereo not given) | . | 4 | 0.1 | -3.0 | 2 | 0 | -10 | 0.2 | 7
36 | Cc1ccc(C(=O)Cn2cnc3ccccc3c2=O)cc1C | . | -2 | 0.6 | 0.9 | 1 | -1 | 4 | 23 | -8
37 | O=C(O)c1c(Cl)cccc1Nc1ccccc1 | 1.2 | -11 | -0.3 | 1.2 | -6 | 7 | -6 | . | 1
38 | COc1ccc([C@@H]2C[C@H]3[C@@H](CN2S(=O)(=O)c2ccccc2)C(=O)C[C@@H](c2ccccc2)N3S(=O)(=O)c2ccc(C)cc2)cc1 | 0.8 | 6 | -0.5 | -4.1 | -15 | 5 | -2 | . | 7
39 | CCCS(=O)(=O)N1CCCC(C(=O)NCc2ccc3c(c2)OCO3)C1 (stereo not given) | . | 4 | 0.3 | -2.2 | 1 | 2 | 0 | 0.3 | 8
40 | COCCCNC(=S)NC1CCCCC1 | . | -3 | 0.4 | -0.6 | 0 | 4 | 2 | -0.8 | 7
41 | COC(=O)CNC(=O)c1c(-c2ccccc2Cl)noc1C | . | -7 | -0.3 | 0.8 | 1 | -2 | -1 | -0.4 | 4
42 | CC(=O)c1ccccc1NC(=O)c1ccc(OCc2c(C)noc2C)cc1 | 4.8 | -6 | 0.9 | -1.9 | -6 | 0 | 8 | -0.6 | -18
43 | O=c1cc(-c2ccc(O)c(O)c2)oc2c1ccc1ccccc12 | 0.1 | 11 | 1.7 | . | -5 | -1 | -11 | 2.6 | 34*
44 | Cc1[nH]c2ccccc2c1C(=O)C(=O)N1CCN(c2ccccc2Cl)CC1 | 0.0 | 34 | -0.6 | -2.3 | -4 | -4 | -6 | 3.0 | 13
45 | COc1ccc(C(=O)NC2CCCCCC2)cc1S(=O)(=O)Nc1ccc(Br)cc1 | . | 1 | -0.3 | -1.9 | -2 | -4 | -12 | 0.6 | 8
46 | CC(C)c1onc(C(=O)NCc2ccccn2)c1[N+](=O)[O-] | 0.8 | 6 | 0.4 | -2.6 | -2 | -3 | -4 | -1.9 | -8
47 | Cc1cc(N2C(=O)C(=O)/C(=C(/O)c3ccc(F)cc3)C2c2cccc(Br)c2)no1 (stereo not given) | . | -3 | -1.3 | -4.8 | -4 | 2 | 2 | 0.9 | 7
48 | COc1ccccc1NC(=O)c1cc(Cl)nc2ccccc12 | 2.0 | 6 | ? | -2.0 | -15 | -3 | . | 0.8 | -8
49 | CSc1ccc(/C=C/C(=O)OCC(=O)N2CCc3ccccc32)cc1 | -2.6 | 15 | 0.3 | 0.3 | -8 | 3 | -4 | 0.1 | -4
50 | O=C1OCCN1C(=O)[C@H]1[C@H](c2ccc(F)cc2)C(c2cccc(Cl)c2)=NN1c1ccc(Br)cc1 | 0.2 | -5 | 0.5 | -3.7 | 1 | -1 | 5 | 0.8 | -144

New compounds follow.
entry | canonical_smiles | TcdB GH inh | Yp Topo-I inh | BoNT-A LC inh2 | FadD28 binding | Anthrax LF prot | PrPC TRFRET | BoNT-F LC inh | PfHsp40 rescue | CCHF vOTU inh
51 | O=C(COc1cccc(NC(=O)c2cccc([N+](=O)[O-])c2)c1)c1ccc(Br)cc1 | . | 2 | -0.2 | -2.1 | 0 | 14 | -8 | -0.1 | 3
52 | Cc1c(CN(C)Cc2cn(C)nc2-c2ccccc2F)[nH]c2ccccc12 | -1.1 | 2 | -0.1 | -1.9 | -4 | -8 | -3 | 0.2 | 9
53 | Cc1cccc(/C=C2\Sc3ccc(C(=O)N4CCOCC4)cc3N(C)C2=O)c1 | 1.5 | 39 | 0.8 | -1.7 | -3 | -1 | 7 | 5.2 | 8
54 | CCOC(=O)[C@]12CCC=C1N(Cc1ccc3c(c1)OCO3)C(=O)[C@H](CC(=O)N1CCCCC1)C2 | 1.5 | . | -1.0 | . | 0 | -1 | -13 | . | -2
55 | O=C(Nc1ccc(NC(=O)C2CC2)cc1)c1ccco1 | -0.3 | -8 | -0.2 | . | -6 | -3 | 18 | -1.2 | 2
56 | Cc1ccc(-n2nc(-c3ccc(N)cc3)cc2N)cc1 | -0.4 | 1 | -1.4 | -3.0 | -7 | -11 | -14 | 0.1 | 14
57 | OCCNc1nc2ccccc2n1CCN1CCCCC1 | . | 2 | 1.1 | 0.2 | 4 | -12 | 6 | 0.4 | -2
58 | COc1ccc(C(C[N+](=O)[O-])n2nc(C)cc2C)cc1 (stereo not given) | 0.6 | -11 | 0.9 | -3.9 | 0 | 0 | 1 | -0.8 | -5
59 | CCCCOC(=O)CCc1nc2ccccc2[nH]c1=O | . | 9 | 9.0 | -0.8 | 3 | -8 | 12 | 0.0 | -8
60 | CC(C)N(Cc1ccccc1)C(=O)Cn1c(=O)cnc2ccccc21 | 1.0 | 3 | 0.2 | -4.8 | -1 | -2 | 0 | 1.9 | -10

Already shown: entries from further up.
entry | canonical_smiles | TcdB GH inh | Yp Topo-I inh | BoNT-A LC inh2 | FadD28 binding | Anthrax LF prot | PrPC TRFRET | BoNT-F LC inh | PfHsp40 rescue | CCHF vOTU inh
51 | O=C(COc1cccc(NC(=O)c2cccc([N+](=O)[O-])c2)c1)c1ccc(Br)cc1 | . | 2 | -0.2 | -2.1 | 0 | 14 | -8 | -0.1 | 3
52 | Cc1c(CN(C)Cc2cn(C)nc2-c2ccccc2F)[nH]c2ccccc12 | -1.1 | 2 | -0.1 | -1.9 | -4 | -8 | -3 | 0.2 | 9
53 | Cc1cccc(/C=C2\Sc3ccc(C(=O)N4CCOCC4)cc3N(C)C2=O)c1 | 1.5 | 39 | 0.8 | -1.7 | -3 | -1 | 7 | 5.2 | 8

Bioassay records (PubChem BioAssay)

No enrichment for hits. Share with any hit: about 2.3%.
